Assay outcomes as filed in PubChem BioAssay.
Autophagy mod: autophagy modulators in MEF cells, primary screen, imaging, high-content, MEF GFP-LC3; MEF GFP-LC3 puncta imaging; test concentration mostly 10 µM; 190,000 tested, 0.98% active; calls only at 10 µM (by protocol); AID 463193, 2010;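 active = percentage of spot-positive cells more than 3 SD above its plate mean, without a fluorescence outlier flag or 80% toxicity; inconclusive = no clear call, values can overlap the other calls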;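 note: spot-positive cell cutoff set from DMSO-treated cells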
NTR1 agonist: agonists of NTR1, primary screen, imaging, U2OS cells, beta-arrestin-GFP, high content (AID 493036) | Neurotensin receptor type 1 (Homo sapiens), P30989 | NTR1-U2OS beta-arrestin-GFP spot imaging, agonist mode | activation, % at 20 µM | 330,000 tested, 0.17% active;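 active = activation at or above 40% of the spot to cytoplasm intensity ratio, with at least 20 cells analyzed; inconclusive = wells under 20 cells, flagged as cytotoxic or low count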;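 note: 0% = DMSO without peptide and 100% = 100 nM NTR1 peptide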
Target sequence (P30989 whole entry, looked up): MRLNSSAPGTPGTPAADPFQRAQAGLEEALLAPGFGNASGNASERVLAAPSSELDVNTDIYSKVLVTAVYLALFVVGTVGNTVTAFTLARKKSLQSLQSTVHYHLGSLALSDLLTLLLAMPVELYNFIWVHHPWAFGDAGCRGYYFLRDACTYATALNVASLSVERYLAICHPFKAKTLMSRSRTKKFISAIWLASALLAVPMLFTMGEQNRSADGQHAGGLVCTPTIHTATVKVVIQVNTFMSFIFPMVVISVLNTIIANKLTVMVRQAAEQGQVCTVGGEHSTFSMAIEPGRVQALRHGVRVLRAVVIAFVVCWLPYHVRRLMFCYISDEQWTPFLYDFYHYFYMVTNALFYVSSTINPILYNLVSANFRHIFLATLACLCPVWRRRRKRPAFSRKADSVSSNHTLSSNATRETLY
GPR35 arrestin U2OS: GPR35 antagonists blocking zaprinast-driven arrestin recruitment, primary screen, imaging, U2OS, beta-arrestin-GFP, zaprinast agonist (AID 2058); 290,000 tested, 0.052% active; U2OS GPR35 beta-arrestin-GFP translocation imaging, zaprinast antagonism; higher % means a stronger effect; inhibition, % at 10 µM, or IC50 in µM where a hit was titrated; G-protein coupled receptor 35 (Homo sapiens);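 active = inhibition of at least 50% with at least 30 cells and total cytoplasm GFP at most 10,000,000; inconclusive = under 30 cells or total GFP of 10,000,000 plus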
WT yeast gro inh: growth inhibition of WT strain, primary screen, mitochondrial fusion inhibitor project, WT and mutant strains, chemical genetic; mitochondrial fusion phenotypic screen; inhibition, % at 10 µM; 190,000 tested, 2.1% active; AID 1362, 2008; in the data active = inhibition above about 58%; tested in S. cerevisiae
LYP inhibition: inhibitors of LYP phosphatase, biochemical, fluorescence intensity, uHTS (AID 1779). recombinant LYP phosphatase, fluorescence intensity; higher % means a stronger effect. 290,000 tested, 0.054% active. Tyrosine-protein phosphatase non-receptor type 22 (Homo sapiens). one-dose inhibition, % at 11.5 µM; IC50 in µM for titrated hits; in the data active = inhibition above about 50%;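 note: plate controls were vehicle with enzyme for no effect and no enzyme for full effect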
RSV antiviral HEp-2: RSV antiviral activity via CPE protection, HEp-2 cells, primary 10 µM value included (AID 2391); HEp-2 cells, RSV-induced CPE inhibition; higher % means a stronger effect; CPE inhibition, % at 10 µM, or IC50 in µM where a hit was titrated; 310,000 tested, 0.13% active; in the data active = a potency from the dose series; inconclusive = CPE inhibition mostly from about 23% at the one dose, without a potency; inactive = the rest, 99 in 100 with CPE inhibition below about 21%; note: strong numbers were not always called active
Dengue-2 NS5 capping: Dengue-2 NS5 methyltransferase inhibitors, primary screen, biochemical, confirmation dose response (AID 588689); 340,000 tested, 0.3% active; inhibition, % at 25 µM; hits with a dose series show IC50 in µM; Genome polyprotein (Dengue virus type 2 (strain 16681-PDK53)); Dengue-2 NS5 methyltransferase capping enzyme assay, biochemical; higher % means a stronger effect; in the data active = a potency from the dose series; inconclusive = inhibition above about 29% without an active follow-up result
K1F lysis inhibition: inhibition of K1F phage lysis, E. coli UTI89, bacterial capsule biogenesis inhibitors, alamar blue (AID 488966). E. coli UTI89 K1F phage lysis, alamar blue, 2 h; higher % means a stronger effect. inhibition, % at 100 µM; hits with a dose series show IC50 in µM. 340,000 tested, 0.02% active;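 active = phage lysis inhibition, versus mean bacterial control, above a set limit; inconclusive = no clear call, values can overlap the other calls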;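 note: capsule biogenesis inhibitors block K1F phage lysis so surviving cells raise fluorescence; higher fluorescence means more inhibition of phage lysis; actives were called in the ten point dose series up to 300 µM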
AID2073: inhibitors of Mint1-CaV2.2 protein interaction, biochemical, HTRF (AID 2073); Voltage-dependent N-type calcium channel subunit alpha-1B (Homo sapiens); inhibition, % at 20 µM, or IC50 in µM where a hit was titrated; HTRF protein-protein interaction, Mint1-CaV2.2; higher % means a stronger effect; 290,000 tested, 0.19% active; in the data active = inhibition mostly above about 51%, no sharp cut-off; inconclusive = no clear call, values can overlap the other calls; inactive = mostly below about 53%; note: some results filed as inactive read as strong as hits
WT yeast gro inh mutant strain: recorded beside WT yeast gro inh, whose call it bears; inhibition, %; mitochondrial fusion phenotypic screen, mutant strain inhibition
Autophagy mod cell loss 18 h: second read-out of Autophagy mod, no call of its own (marks repeat the call); toxicity, %; measured here: cell loss, nuclei count;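 cell loss after 18 h compound exposure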
NTR1 agonist cell count 20 µM: recorded beside NTR1 agonist, whose call it bears; cell count; measured here: cell count, cytotoxicity flag
An asterisk follows results filed as active; i = inactive; ? = inconclusive; . = no result given; [ ] = dose if it differs, or a comment.

SMILES	Autophagy mod	Autophagy mod cell loss 18 h	NTR1 agonist	NTR1 agonist cell count 20 µM	GPR35 arrestin U2OS	WT yeast gro inh	WT yeast gro inh mutant strain	LYP inhibition	RSV antiviral HEp-2	Dengue-2 NS5 capping	K1F lysis inhibition	AID2073
O=C(COc1ccc2ccccc2c1)Nc1ccccc1C(=O)O	.	.	1.3	63	-16%	.	.	-10%	41µM*	1%	-0.2%	4%
COc1ccc(NC(=O)CSc2nc(=O)n(CCN3CCOCC3)c3c2CCCC3)c(OC)c1	.	.	0.7	62	.	.	.	.	-0.2%	-1%	-1.6%	.
COC(=O)N/N=C/c1ccccc1Cl	i	10	0.6	62	-16%	0	-2	-4%	4.3%	-6%	1.5%	-2%
Cc1cc(C)cc(NC(=O)CC2Oc3ccc(C)cc3NC2=O)c1 (stereo not given)	.	.	1.4	61	0%	.	.	-4%	0.9%	-7%	0.1%	-3%
COc1ccc(S(=O)(=O)N2CCN(CC(=O)NCCc3cccs3)CC2)cc1	.	.	-1.9	63	.	.	.	.	1.5%	-2%	0.5%[50 µM]	.
O=C(c1noc2c1CCCC2)N1CCN(c2ccc(F)cc2)CC1	i	4	-0.5	58	-20%	9	-12	-1%	2.0%	-10%	-1.1%	21%
COc1cc2c(cc1N/C=C(\C#N)c1nc(-c3ccc(F)cc3)cs1)oc1ccccc12	.	.	5.0	48	-2%	.	.	-4%	3.0%	?	0.5%	22%
COc1cccc(N2C(=NC(=O)CCC3CCCC3)SC3CS(=O)(=O)CC32)c1 (stereo not given)	.	.	1.0	53	4%	.	.	-4%	0.3%	-3%	0.1%	11%
CC(=O)Nc1ccc(S(=O)(=O)N2CCCC3CCCCC32)cc1 (stereo not given)	.	.	-2.3	64	.	.	.	.	-0.4%	-1%	0.0%[50 µM]	.
CCCOc1ccc(NC(=O)OC2CCN(C)CC2)cc1	i	-4	-2.0	69	5%	-9	-11	-6%	0.5%	2%	1.3%[50 µM]	-1%

RSV antiviral HEp-2: hit marks shown above
mol | GPR35 arrestin U2OS | WT yeast gro inh mutant strain | LYP inhibition | RSV antiviral HEp-2 | Dengue-2 NS5 capping | AID2073
O=C(COc1ccc2ccccc2c1)Nc1ccccc1C(=O)O | -16% | . | -10% | 41µM* | 1% | 4%

Given with two lines to a compound: 5 of the compounds above.
Values run as follows: Autophagy mod | Autophagy mod cell loss 18 h | NTR1 agonist | NTR1 agonist cell count 20 µM | GPR35 arrestin U2OS | WT yeast gro inh | WT yeast gro inh mutant strain | LYP inhibition | RSV antiviral HEp-2 | Dengue-2 NS5 capping | K1F lysis inhibition | AID2073
> O=C(c1noc2c1CCCC2)N1CCN(c2ccc(F)cc2)CC1
 : i | 4 | -0.5 | 58 | -20% | 9 | -12 | -1% | 2.0% | -10% | -1.1% | 21%
> COc1cc2c(cc1N/C=C(\C#N)c1nc(-c3ccc(F)cc3)cs1)oc1ccccc12
 : . | . | 5.0 | 48 | -2% | . | . | -4% | 3.0% | ? | 0.5% | 22%
> COc1cccc(N2C(=NC(=O)CCC3CCCC3)SC3CS(=O)(=O)CC32)c1 (stereo not given)
 : . | . | 1.0 | 53 | 4% | . | . | -4% | 0.3% | -3% | 0.1% | 11%
> CC(=O)Nc1ccc(S(=O)(=O)N2CCCC3CCCCC32)cc1 (stereo not given)
 : . | . | -2.3 | 64 | . | . | . | . | -0.4% | -1% | 0.0%[50 µM] | .
> CCCOc1ccc(NC(=O)OC2CCN(C)CC2)cc1
 : i | -4 | -2.0 | 69 | 5% | -9 | -11 | -6% | 0.5% | 2% | 1.3%[50 µM] | -1%

New compounds follow.
SMILES	Autophagy mod	Autophagy mod cell loss 18 h	NTR1 agonist	NTR1 agonist cell count 20 µM	GPR35 arrestin U2OS	WT yeast gro inh	WT yeast gro inh mutant strain	LYP inhibition	RSV antiviral HEp-2	Dengue-2 NS5 capping	K1F lysis inhibition	AID2073
CCOC(=O)C1CCCN(CCC(=O)Nc2ccc3c(c2)CCC3)C1 (stereo not given)	i	-3	-0.9	62	11%	-2	0	-10%	0.9%	-3%	12%	-1%
CN(C)c1ccc(NC(=O)C(=O)C2C(=O)Nc3ccccc32)cc1 (stereo not given)	.	.	1.6	59	10%	.	.	-3%	0.1%	1%	0.6%[50 µM]	-30%
CCCCCc1c(O)c2ccccc2[nH]c1=O	i	8	-0.7	72	-4%	12	12	1%	-0.7%	-4%	-1.5%	2%
CC(C)CNc1ncnc2c1cnn2Cc1ccccc1Cl	.	.	1.2	42	3%	.	.	-3%	1.9%	-10%	1.3%	7%
Cc1ccc(C)c(NC(NC(=O)c2ccccn2)C(Cl)(Cl)Cl)c1 (stereo not given)	i	14	1.8	54	11%	-21	-13	5%	-1.2%	-18%	-0.3%	0%
COc1cccc(NC(=O)CN(c2cccc(C(F)(F)F)c2)S(C)(=O)=O)c1	i	-8	-0.3	64	2%	-14	-7	-10%	1.4%	5%	-0.1%	0%
COc1cc(OC)cc(C(=O)NC(C(=O)NCc2ccccn2)C(C)C)c1 (stereo not given)	.	.	-0.5	64	.	.	.	.	0.6%	-10%	0.7%[50 µM]	.
CNC(=S)NNC(=O)COc1cccc(C)c1C	i	2	-0.3	30	10%	6	4	-8%	27%	-11%	2.3%	-14%
O=C(Nc1ccc([N+](=O)[O-])cc1)C1CC1(c1ccccc1)c1ccccc1 (stereo not given)	i	12	13	38	1%	33	15	1%	1.3%	0%	0.8%	6%
COc1ccccc1OCCn1ccnc1	.	.	-0.6	52	2%	.	.	0%	0.8%	-10%	0.1%	10%
CCNc1nc(NCC)n2c(SCC(=O)Nc3ccc(F)cc3)nnc2n1	.	.	0.0	68	.	.	.	.	1.3%	-3%	0.9%[50 µM]	.
O=C(Nc1cccc(Cl)c1)Nc1ccon1	.	.	0.2	68	10%	.	.	-10%	4.5%	-4%	-0.2%[50 µM]	0%
COc1ccc(C2CC(=O)c3cnc(N4CCc5ccccc54)nc3C2)cc1OC (stereo not given)	.	.	4.7	94	18%	.	.	-15%	2.4%	.	.	49%
Nc1c(N(Cc2ccco2)C(=O)c2cccc(Cl)c2)c(=O)[nH]c(=O)n1Cc1ccccc1	.	.	0.7	68	.	.	.	.	0.7%	-4%	0.0%[50 µM]	.
Cc1ccc(N2CC(C(=O)OCC(=O)Nc3ccc(Cl)cc3)CC2=O)cc1 (stereo not given)	.	.	-0.7	66	.	.	.	.	0.7%	4%	-0.2%[50 µM]	.
O=C(OCC(=O)N(CCc1ccccc1)Cc1ccccc1)c1cccc(O)c1	.	.	5.3	57	-2%	.	.	5%	2.0%	0%	-0.8%[50 µM]	12%
CC(=O)N[C@@H](Cc1c[nH]c2ccccc12)C(=O)OCC(=O)NCc1ccc2c(c1)OCO2	i	6	0.2	52	-6%	-25	-26	-9%	-0.8%	-5%	0.3%	-3%
c1csc(-c2cn3ccc4ccccc4c3n2)c1	i	-2	2.0	56	4%	37	0	-10%	20%	.	0.0%	6%
COc1ccc(S(=O)(=O)Nc2cccc(F)c2)cc1C	i	27	4.6	34	1%	18	18	-4%	-0.2%	-6%	0.1%	7%
CC(Oc1ccc(Cl)cc1Cl)C(=O)N/N=C1\CCCc2ccccc21 (stereo not given)	i	19	15	84	10%	7	6	7%	1.5%	-3%	0.2%	0%
O=[N+]([O-])c1cccc(CNC2CCCCCC2)c1	i	-1	-0.5	64	-6%	8	3	-4%	-2.3%	-1%	0.3%	-4%
CCCn1c(-c2ccc(F)cc2)n[nH]c1=S	i	9	0.3	90	20%	19	8	-1%	1.4%	0%	0.2%	45%
COc1cc(NC(=O)c2cccc(F)c2)cc(OC)c1OC	i	18	-1.4	99	-4%	3	3	-3%	1.3%	-5%	0.1%	-3%
Cc1ccsc1C(=O)NNC(=O)COc1ccccc1Cl	.	.	-0.7	65	.	.	.	.	-0.2%	-7%	0.8%[50 µM]	.
CCCCn1c(CCCNC(=O)c2ccco2)nc2ccccc21	.	.	-0.2	69	5%	.	.	-5%	0.5%	3%	1.6%[50 µM]	-2%
Cc1ccc(C(=O)N(C)CCOc2ccccc2)cc1S(=O)(=O)N1CCCCC1	.	.	0.4	86	.	.	.	.	0.6%	-2%	1.1%[50 µM]	.
O=C(C1CCN(S(=O)(=O)Cc2ccccc2)CC1)N1CCN(c2ncccn2)CC1	i	-3	3.1	63	-19%	-3	0	-1%	2.0%	-3%	3.7%	11%
CSc1ccc(CNC(=O)C2Cc3cc(S(=O)(=O)N4CCCC4)ccc3N2C(C)=O)cc1 (stereo not given)	.	.	1.6	50	11%	.	.	-10%	0.2%	-6%	0.2%	6%
O=C1CSC(c2cccnc2)N1c1ccc(Cl)cc1 (stereo not given)	i	-22	-1.3	49	5%	0	0	-4%	2.1%	2%	0.9%	-8%
Cc1nn(C)cc1/C=C(/C#N)C(N)=O	i	6	4.9	92	12%	5	2	0%	0.7%	-10%	1.8%[50 µM]	6%
CC(=O)N=C1SC2CS(=O)(=O)CC2N1c1ccc(-c2nc3ccc(C)cc3s2)cc1 (stereo not given)	i	18	2.4	59	-16%	17	7	-2%	0.7%	.	.	46%
FC(F)(F)c1cccc(Sc2nc(-c3ccccc3)nnc2C(F)(F)F)c1	i	6	14	77	18%	-9	6	2%	-1.9%	-21%	5.2%	-10%
COc1ccc(C(=O)C2CCCN(Cc3ccc(NC(C)=O)cc3)C2)cc1OC (stereo not given)	.	.	1.2	57	1%	.	.	-5%	0.2%	-3%	-0.1%	15%
COc1cc(OC)cc(C(=O)N[C@H](C(=O)OCC(=O)Nc2cccnc2Cl)C(C)C)c1	.	.	-0.2	53	.	.	.	.	1.3%	8%	0.4%[50 µM]	.
Cc1cc(C(=O)CSc2nc3ccccc3[nH]2)c(C)n1CC1CCCO1 (stereo not given)	i	11	12	72	0%	6	8	-10%	1.1%	-4%	2.5%	-37%
